APOBEC3G inh: inhibitors of human APOBEC3G DNA deaminase. Q9HC16. recombinant A3G, ssDNA deamination FAM/TAMRA fluorescence. inhibition, % at 20 µM. 0.28% of 330,000 active;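 active = inhibition of at least 40% at 20 µM, with no more than 30% in the related APOBEC3A deaminase screen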;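 note: plate controls were DMSO wells with A3G for no effect and wells lacking A3G enzyme for full effect; some compounds called inactive have numbers as strong as hits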
Target sequence (Q9HC16 whole entry, looked up): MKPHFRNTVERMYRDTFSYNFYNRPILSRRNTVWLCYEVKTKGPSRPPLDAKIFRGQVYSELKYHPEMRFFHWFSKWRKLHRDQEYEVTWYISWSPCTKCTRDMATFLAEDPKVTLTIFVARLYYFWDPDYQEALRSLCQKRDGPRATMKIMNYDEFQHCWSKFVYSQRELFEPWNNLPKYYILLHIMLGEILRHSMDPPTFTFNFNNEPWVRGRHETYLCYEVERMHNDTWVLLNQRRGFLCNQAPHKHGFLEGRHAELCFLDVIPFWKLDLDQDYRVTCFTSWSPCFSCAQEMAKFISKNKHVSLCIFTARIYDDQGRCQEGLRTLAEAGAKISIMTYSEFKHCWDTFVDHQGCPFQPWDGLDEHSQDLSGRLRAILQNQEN
MPTP block: inhibitors of mitochondrial permeability transition pore. isolated mouse mitochondria, Ca2+ swelling absorbance, 30 min. inhibition, % at 10 µM. AID 602449. 1.4% of 360,000 active;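 active = inhibition of 50% or more, scaled per plate between neutral and stimulator controls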;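 note: 0% = DMSO wells given calcium and 100% = 1 mM EGTA wells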
hIAP activ: human IAP activation. P09923. purified human IAP, CDP-Star luminescence, 30 min; active compounds read high; 1 = vehicle-only enzyme, 0 = enzyme-free background. activation factor at 10 µM. 0.16% of 330,000 active;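 active = activation factor of the enzyme at least 2-fold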; note: the source names both 10 and 20 µM as test concentration; values of inactives mirror those of a sister screen read the other way
mIAP inh: blocks mouse intestinal alkaline phosphatase; purified mouse IAP, CDP-Star luminescence, 30 min; inhibition, % at 10 µM; 0.2% of 330,000 active;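 active = inhibition of at least 40% at 10 µM in the primary screen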;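 note: plate controls were DMSO with enzyme for no effect and no enzyme wells for full effect; values of inactives mirror those of a sister screen read the other way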
APOBEC3A inh: human APOBEC3A DNA deaminase inhibition; P31941; recombinant A3A, FAM/TAMRA ssDNA deamination fluorescence; inhibition, % at 20 µM; 0.41% of 330,000 active; AID 493011;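 active = at least 40% inhibition at 20 µM here, with at most 30% in a related deaminase screen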;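 note: plate controls were A3A with DMSO for no effect and wells lacking A3A enzyme for full effect; some results filed as inactive read as strong as hits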
Target sequence (P31941 whole entry, looked up): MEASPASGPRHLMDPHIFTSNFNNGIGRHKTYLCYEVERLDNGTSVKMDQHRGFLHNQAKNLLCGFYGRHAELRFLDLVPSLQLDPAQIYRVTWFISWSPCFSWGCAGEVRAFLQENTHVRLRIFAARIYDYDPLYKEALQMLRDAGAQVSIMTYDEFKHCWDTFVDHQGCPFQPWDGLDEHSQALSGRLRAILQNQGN
mIAP act: mouse IAP activation; muIAP, CDP-Star luminescence, 30 min; active compounds read high; 1 = vehicle-only enzyme signal, 0 = enzyme-free wells; activation factor at 10 µM; 0.24% of 330,000 active; AID 2805;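 active = activation factor of at least 2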; note: the source names both 10 and 20 µM as test concentration; values of inactives mirror those of a sister screen read the other way
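System: Mouse IAP enzyme | Also added: CDP-Star substrate | Dosing: Compounds dispensed in DMSO | Schedule: 30 min enzyme-substrate-compound incubation at room temperature | Technique: Chemiluminescence readout | Control set: DMSO-only wells and no-enzyme negative control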
beta cell repl: inducers of beta-cell replication in MIN6 cells; MIN6 cells proliferation, ATPlite luminescence, 48 h; cells starved in 0.2% serum; 100% = growth in 10% serum; proliferation, % at 10 µM; 0.29% of 330,000 active; AID 2380;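 active = compounds whose signal lies at least 3.5 SD above the mean of all wells on their plate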;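 note: 0% = DMSO-treated cells in low-serum medium and 100% = 10% serum control; some compounds called inactive have numbers as strong as hits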
ATG4B inh: inhibitors of human ATG4B cysteine protease. AID 504462. inhibition, % at 8.33 µM. ATG4B cleavage of LC3-PLA2, NBD-HPC fluorescence, 1 h. 0.51% of 340,000 active; in the data active = inhibition above about 40%
Target sequence (Q9Y4P1 whole entry, looked up): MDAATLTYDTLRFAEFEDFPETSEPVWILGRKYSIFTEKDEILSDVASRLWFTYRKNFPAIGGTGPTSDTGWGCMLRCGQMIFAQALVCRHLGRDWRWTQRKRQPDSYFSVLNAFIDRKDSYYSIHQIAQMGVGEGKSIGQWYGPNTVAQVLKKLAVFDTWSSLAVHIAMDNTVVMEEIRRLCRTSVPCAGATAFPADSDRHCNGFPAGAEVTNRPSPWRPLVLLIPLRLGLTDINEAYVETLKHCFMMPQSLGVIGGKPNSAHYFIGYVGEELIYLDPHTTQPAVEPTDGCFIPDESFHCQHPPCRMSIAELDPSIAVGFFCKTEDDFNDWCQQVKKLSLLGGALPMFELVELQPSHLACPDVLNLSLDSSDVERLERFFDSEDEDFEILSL
hIAP inh: blocks human intestinal alkaline phosphatase | AID 2544 | P09923 | purified IAP, CDP-Star luminescence, 30 min | 0.12% of 330,000 active | inhibition, % at 10 µM;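 active = inhibition reaching a set limit with compound at 10 µM in the primary screen, cut at about 35% in these data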;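 note: plate controls were DMSO wells with enzyme for no effect and no-enzyme buffer wells for full effect; values of inactives mirror those of a sister screen read the other way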
The depositor's hits bear a star; x = not tested or not shown.

SMILES | APOBEC3G inh | MPTP block | hIAP activ | mIAP inh | APOBEC3A inh | mIAP act | beta cell repl | ATG4B inh | hIAP inh
COC(=O)c1ccccc1OCCOCCOc1cccc2cccnc12 | -7 | 0.3 | 0.87 | -14 | -4 | 1.1 | 0 | -5 | 13
CCC(C)(C)NC(=O)c1cc([N+](=O)[O-])ccc1N1CCOCC1 | 0 | 0.1 | 0.95 | 14 | 1 | 0.86 | 3 | 3 | 5
Cc1ccccc1NC(=O)Nc1cc(S(N)(=O)=O)ccc1C | -3 | 0.5 | 1.3 | -13 | -2 | 1.1 | -1 | -7 | -29
COc1ccc(CCCNC(=O)C2CCC(=O)N(CCCN3CCCC3=O)C2)cc1 (stereo not drawn) | -7 | -2.1 | 1 | 1 | -5 | 0.99 | 2 | 1 | -4
CCC1CCCCN1C(=O)CCNC(=O)Cn1cnc2ccccc2c1=O (stereo not drawn) | -11 | 2.3 | 1.1 | 3 | -5 | 0.97 | -4 | -8 | -13
Cc1cccc(OCC(=O)Nc2nnc(S(=O)(=O)N3CCC(C)CC3)s2)c1 | -1 | 2.7 | 1.3 | 11 | 0 | 0.89 | 0 | -7 | -32
COCCCNC(=O)Cn1nnc(-c2ccc(NC(=O)c3ccc(F)cc3)cc2)n1 | -2 | 0.5 | 0.88 | 3 | -3 | 0.97 | -3 | 9 | 12
Cc1nc(-c2nc(-c3c(C(=O)NNC(=O)Nc4ccccc4)noc3C)cs2)cs1 | -9 | 1.3 | 1.5 | 14 | -4 | 0.86 | 2 | -3 | -46
CCc1nc(N[C@H](C(=O)O)C(C)CC)c2oc3ccccc3c2n1 (stereo partly drawn) | -7 | -0.6 | 0.88 | 5 | -3 | 0.95 | -2 | 0 | 12
Cc1ccc(NC(=O)NCCCl)cc1S(=O)(=O)N1CCOCC1 | 6 | 0.9 | 0.95 | -1 | 1 | 1 | -3 | 5 | 5
Cc1nc2cc(S(=O)(=O)C(F)(F)F)ccc2s1 | -1 | -0.1 | 1 | -9 | 0 | 1.1 | -3 | -8 | -4
O=C(/C=C/c1ccccc1)N1CCN(c2ccccn2)CC1 | -5 | -1.3 | 1.7 | 5 | -2 | 0.95 | -1 | -3 | -74
Cc1ccc2nc(Cl)c(/C=N/Nc3ccc(C(=O)O)cc3)cc2c1 | -6 | 1.7 | 0.82 | 10 | 0 | 0.9 | -6 | 0 | 18
CCn1nccc1C(=O)Nc1ccccc1OC | -3 | -1.0 | 0.81 | -11 | -2 | 1.1 | 2 | 3 | 19
COC(=O)[C@]1(C)N[C@H](CN(C)C(C)=O)[C@@H]2C(=O)N(Cc3ccccc3)C(=O)[C@@H]21 | -4 | 1.4 | 0.96 | -4 | -2 | 1 | -2 | -8 | 4
O=C(Nc1cc(Cl)ccc1Cl)c1ccco1 | -4 | -0.7 | 1.2 | 0 | 10 | 1 | 1 | -4 | -25
COc1cc(-c2nc(=S)[nH][nH]2)cc(OC)c1OC | 62* | -1.0 | 1.4 | 10 | -5 | 0.9 | -3 | 9 | -43
Nc1c(C(=O)NCc2ccc(F)cc2)c2nc3ccccc3nc2n1CCCN1CCOCC1 | 0 | -6.0 | 0.98 | -10 | 1 | 1.1 | -6 | -14 | 2
Cc1onc(-c2ccccc2)c1C(=O)N/N=C/c1cc(Br)c(O)c(Br)c1 | -7 | -1.1 | 0.86 | 0 | -4 | 0.99 | 4 | 1 | 14
Cc1nn(C)cc1CNC(=O)c1cc2n(n1)C(C(F)(F)F)CC(c1cccs1)N2 (stereo not drawn) | 0 | 1.8 | 0.93 | 3 | 3 | 0.97 | 4 | -2 | 7
CC(=O)NCc1ccc(C(=O)COC(=O)COc2ccccc2)s1 | 1 | -2.1 | 0.84 | -5 | 8 | 1.1 | 2 | 3 | 16
FC(F)(F)c1ccc2c(c1)n(Cc1ccccc1)c1[n+]2CCCCC1 | 65 | -1.0 | 1.2 | -8 | 45 | 1.1 | -3 | 2 | -15
Cc1cnc(NC(=O)CN2C(=O)C3CC=CCC3C2=O)s1 (stereo not drawn) | -7 | -0.5 | 0.87 | 2 | 0 | 0.98 | 1 | 1 | 13
Cc1ccc(S(=O)(=O)N(C)Cc2ccc(C(=O)N/N=C3\CCCC(=O)C3)cc2)cc1 | -9 | -0.9 | 1 | 4 | 2 | 0.96 | 0 | -6 | -2

4 entries already listed, arranged by length of the SMILES, smallest number first.
SMILES | APOBEC3G inh | MPTP block | hIAP activ | mIAP inh | APOBEC3A inh | mIAP act | beta cell repl | ATG4B inh | hIAP inh
CCn1nccc1C(=O)Nc1ccccc1OC | -3 | -1.0 | 0.81 | -11 | -2 | 1.1 | 2 | 3 | 19
Cc1cnc(NC(=O)CN2C(=O)C3CC=CCC3C2=O)s1 (stereo not drawn) | -7 | -0.5 | 0.87 | 2 | 0 | 0.98 | 1 | 1 | 13
FC(F)(F)c1ccc2c(c1)n(Cc1ccccc1)c1[n+]2CCCCC1 | 65 | -1.0 | 1.2 | -8 | 45 | 1.1 | -3 | 2 | -15
Cc1onc(-c2ccccc2)c1C(=O)N/N=C/c1cc(Br)c(O)c(Br)c1 | -7 | -1.1 | 0.86 | 0 | -4 | 0.99 | 4 | 1 | 14

The results go on.
SMILES | APOBEC3G inh | MPTP block | hIAP activ | mIAP inh | APOBEC3A inh | mIAP act | beta cell repl | ATG4B inh | hIAP inh
CCOC(=O)C1CCN(C(=O)C2CC(=O)N(c3ccc4c(c3)OCCO4)C2)CC1 (stereo not drawn) | -8 | 0.6 | 1.1 | 12 | 2 | 0.88 | 6 | -9 | -6
COC(=O)CNc1nc(OC)nc(N(C)C)n1 | -4 | -1.3 | 0.9 | -7 | -3 | 1.1 | -2 | -1 | 10
COc1ccc2c(c1)c(CCN1C(=O)c3ccccc3C1=O)cn2C(=O)c1ccco1 | -2 | 0.6 | 1.1 | 4 | 1 | 0.96 | 0 | -7 | -5
CC1=C(C(=O)Nc2ccccc2)C(c2ccc(C)o2)N2C(=O)CSC2=N1 (stereo not drawn) | -5 | x | 0.91 | 5 | -8 | 0.95 | 0 | -27 | 9
COc1cccc(-c2nn(-c3ccc(C)cc3)cc2C(=O)N2CCN(C3CCS(=O)(=O)C3)CC2)c1 (stereo not drawn) | 0 | 0.9 | 0.92 | 10 | 0 | 0.9 | -1 | -19 | 8
Cc1oc(-c2cccs2)nc1CN1CCN(Cc2ccc(F)c(F)c2)C(CCO)C1 (stereo not drawn) | -10 | 0.9 | 1 | -3 | 4 | 1 | 0 | 0 | -4
OCC(CO)(CO)NCc1ccc(-c2ccccc2)cc1 | 0 | -0.1 | 1.1 | 3 | 1 | 0.97 | -3 | 1 | -9
COc1cccc(CN2CCC(C(=O)N3CCC(C)CC3)CC2)c1 | -7 | -3.9 | 1.1 | -1 | -4 | 1 | 0 | -3 | -10
C/C(=N\NC(=O)C1CCCN(S(=O)(=O)c2ccccc2)C1)c1ccccn1 (stereo not drawn) | -6 | -1.4 | 1.3 | 2 | -4 | 0.98 | -1 | -7 | -28
CCCn1c2ccccc2c2nnc(SCc3[nH]c(=O)[nH]c3C(=O)CCCCC(=O)OCC)nc21 | -10 | 0.9 | 1.1 | 12 | -3 | 0.88 | 0 | 2 | -13
O=C(NC1CCN(c2ncccn2)CC1)c1ccccc1F | -3 | 0.8 | 1.1 | 2 | 0 | 0.98 | -5 | 0 | -12
COc1ccc(NC(=O)COC(=O)C23CC4CC(CC(Cl)(C4)C2)C3)c(OC)c1 | 7 | 2.3 | 1 | 0 | 8 | 1 | -2 | -2 | -3
CCOC(=O)c1[nH]c2ccc(OC)cc2c1NC(=O)c1ccc2c(c1)OCO2 | -7 | -1.7 | 0.99 | 0 | -4 | 1 | -1 | -12 | 1
CN(C1=NC(=O)C(CC(=O)Nc2ccc(Br)cc2)S1)c1ccc(O)cc1 (stereo not drawn) | -2 | 0.5 | 1.1 | 9 | -1 | 0.91 | -3 | -4 | -7
Cc1ccc(/C=N/N2C(=O)c3ccccc3NC2c2ccc(C)cc2)cc1 (stereo not drawn) | -4 | 1.8 | 1 | 2 | 4 | 0.98 | 0 | 31 | 0
CCC(=O)Nc1ccc(NC(=O)c2ccc3c(c2)OCO3)cc1 | -4 | 1.0 | 1.1 | 5 | -9 | 0.95 | -1 | 3 | -6
CC(C)C[C@H](NC(=O)c1nc[nH]c1C(=O)NC1CCNCC1)C(=O)OCc1ccccc1 | 2 | 2.4 | 1.1 | 11 | 4 | 0.89 | -4 | 0 | -6
COc1ccc(CN2CC(=O)N3[C@H]4c5ccccc5OC[C@@H]4[C@H](c4ccccc4)[C@]3(C)C2=O)cc1 | -9 | 0.1 | 1.1 | 14 | -4 | 0.86 | -7 | -6 | -6
CCc1nnc(NC(=O)C2CC(=O)N(Cc3ccccc3)C2)s1 (stereo not drawn) | -3 | -0.8 | 1 | -1 | 1 | 1 | -2 | 1 | -2
COc1ccc(OC)c(C(=O)c2ccc(C(=O)N3CCCCC3)cc2)c1 | -2 | 0.1 | 1.1 | -5 | 1 | 1.1 | -3 | 3 | -5
CCCCOc1ccc(-c2nnn(CC(=O)c3c[nH]c4ccccc34)n2)cc1 | -4 | -1.5 | 1.1 | -2 | -2 | 1 | -4 | -1 | -6
Cc1nn(C(=O)c2nn(C)cc2Cl)c(C)c1Br | -6 | -0.2 | 1.1 | -1 | -1 | 1 | 0 | -8 | -10
COc1ccc(-c2noc(CCCC(=O)NCC3CCCO3)n2)cc1 (stereo not drawn) | -8 | -0.9 | 1 | 6 | -1 | 0.94 | -2 | -1 | 0
CCc1cccc(NC(=O)C2CC2c2ccccc2)c1 (stereo not drawn) | 0 | 0.0 | 1 | -65 | -2 | 1.7 | -1 | -3 | -4
CCC(C)(C)NC(=O)CN(C(=O)CNS(=O)(=O)c1ccccc1)c1ccccc1 | -5 | -2.0 | 0.86 | -3 | 2 | 1 | 1 | -2 | 14
O=C(NC1CCCCCCC1)c1cnccn1 | 0 | 7.4 | 0.79 | 3 | -2 | 0.97 | -3 | -1 | 21
CC(=O)Nc1ccc(NC(=O)C(C)c2cccc(C(=O)c3ccccc3)c2)cc1 (stereo not drawn) | -3 | 2.0 | 1.1 | 2 | -3 | 0.98 | -1 | -11 | -11
CCOC(=O)Cc1csc(NC(=S)NC(=O)c2ccccc2)n1 | -6 | 0.2 | 1.1 | 4 | -4 | 0.96 | -2 | 8 | -8
Cc1ccccc1C(=O)Nc1nnc(CC(=O)N/N=C/c2ccncc2)s1 | -5 | 2.7 | 0.82 | -1 | -3 | 1 | 1 | 3 | 18
Cc1ccc(C)c(NC(=O)C2CCCN2C(=O)NC2CCCCC2)c1 (stereo not drawn) | -10 | -1.7 | 1 | -4 | -2 | 1 | 2 | -3 | -1
CC(NC(=O)c1c(O)c2ccccc2n(C)c1=O)c1ccccc1 (stereo not drawn) | -5 | -1.3 | 1.1 | 9 | -8 | 0.91 | -2 | 9 | -5
CCOC(=O)[C@H]1[C@H]2COc3ccc(C)cc3[C@@H]2N2C(=O)[C@@H](C)NC(=O)[C@@]12C | -5 | -1.2 | 1 | 5 | -1 | 0.95 | -1 | -10 | -4
Cc1oc(-c2ccc(Cl)cc2)nc1CS(=O)CC(=O)NCCCN(C)C1CCCCC1 (stereo not drawn) | -7 | -0.3 | 1 | -4 | 2 | 1 | -2 | -3 | -2
CC(C)[C@H](NC(=O)[C@@H]1Cc2c([nH]c3ccccc23)C2c3ccccc3C(=O)N21)C(=O)N1CCC[C@@H]1C(=O)O (stereo partly drawn) | -14 | -0.3 | 0.74 | 2 | -1 | 0.97 | -2 | 2 | 26

Compound activity as filed in PubChem BioAssay.
